# BaF3 tox = parental Ba/F3 cell viability inhibition, counter-screen for JAK2V617F inhibitor project, murine pro-B, CellTiter-Glo luminescence; CellTiter-Glo ATP luminescence; inhibition, % at 5.6 µM; actives 1.1% (n = 220,000);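 active means inhibition above a per-campaign cutoff, the mean inhibition of all tested compounds plus 3 SD, cut at about 27% in these data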;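 further: 0% = DMSO wells and 100% = JAK Inhibitor I control wells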
# Ba/F3 V617F tox = reduced viability of JAK2V617F-dependent Ba/F3 cells, primary screen, JAK2V617F inhibitor project, cell-based, Ba/F3 EpoR-JAK2V617F, luminescence. ATP luminescence. inhibition, % at 5.6 µM. actives 1.1% (n = 220,000);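 active means inhibition above the campaign mean plus 3 SD over all tested compounds, cut at about 24% in these data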;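 further: cytokine-independent growth of Ba/F3 cells driven by EpoR plus mutant JAK2; 0% = DMSO-treated cells and 100% = JAK inhibitor I control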
# Runt-CBFb FRET = inhibitors of RUNX1 Runt–CBFb binding, primary screen, biochemical, FRET, Cerulean-Runt, Venus-CBFb, uHTS; Runt-related transcription factor 1 (Homo sapiens) + Core-binding factor subunit beta …; Cerulean-Runt/Venus-CBFb FRET ratio 530/480, 1 h; inhibition, % at 20 µM; actives 0.46% (n = 220,000); AID 1496, 2009;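 active means inhibition over about 50% at 20 µM in the single-dose screen, limit read from the data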;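 further: 0% = DMSO wells and 100% = excess unlabeled CBFb competitor control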
# Target sequence (Q01196 whole entry, looked up): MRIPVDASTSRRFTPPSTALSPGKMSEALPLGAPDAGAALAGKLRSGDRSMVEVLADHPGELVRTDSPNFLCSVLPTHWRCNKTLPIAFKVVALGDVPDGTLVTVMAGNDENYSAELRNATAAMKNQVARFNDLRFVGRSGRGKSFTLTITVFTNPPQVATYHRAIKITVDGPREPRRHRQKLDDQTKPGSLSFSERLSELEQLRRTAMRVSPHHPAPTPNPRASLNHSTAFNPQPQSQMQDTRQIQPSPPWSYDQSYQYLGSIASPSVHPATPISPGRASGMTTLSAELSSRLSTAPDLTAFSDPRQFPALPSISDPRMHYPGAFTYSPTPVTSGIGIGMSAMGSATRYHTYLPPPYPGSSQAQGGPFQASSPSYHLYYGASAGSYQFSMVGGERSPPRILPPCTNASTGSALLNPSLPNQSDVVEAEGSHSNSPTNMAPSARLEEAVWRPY
# Target sequence (Q13951 whole entry, looked up): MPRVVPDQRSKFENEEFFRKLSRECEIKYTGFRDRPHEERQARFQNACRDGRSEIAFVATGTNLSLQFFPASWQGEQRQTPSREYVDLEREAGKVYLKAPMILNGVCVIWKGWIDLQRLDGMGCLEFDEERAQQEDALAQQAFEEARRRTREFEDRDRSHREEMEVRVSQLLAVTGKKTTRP
#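 Reagent – Venus-CBFb binding partner, 100 nM · Assay system – Cerulean-tagged RUNX1 Runt domain (FRET donor) fusion protein · Input – 100 nM per protein · Incubation – two 1 h room-temperature incubations shielded from light · Measured by – FRET fluorescence · Medium – Tris buffer pH 7.5 with salts and BSA · Benchmarks – unlabeled CBFb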
# S1P4 antagonist = S1P4 receptor antagonists, primary screen, cell-based | actives 0.26% (n = 220,000) | inhibition, % at 4.98 µM | AID 1510, 2009 | S1P4-expressing cells, antagonist mode, reporter read-out; in the data active means inhibition above about 29%;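 further: 0% = wells stimulated with agonist and 100% = vehicle wells without agonist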
# NPY-Y1 PAM-ag = NPY-Y1 receptor potentiators or agonists, primary screen, cell-based; Neuropeptide Y receptor type 1 (Homo sapiens), P25929; NPY-Y1 expressing cells, potentiator/agonist activation; activation, % at 3.6 µM; actives 0.37% (n = 220,000); AID 1304, 2008; in the data active means activation above about 33%, passing the limit was not always enough;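 further: cells stimulated with NPY at EC10 then isoproterenol at EC100; 0% = low agonist plus stimulus and 100% = saturating agonist plus stimulus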
# Target sequence (P25929 whole entry, looked up): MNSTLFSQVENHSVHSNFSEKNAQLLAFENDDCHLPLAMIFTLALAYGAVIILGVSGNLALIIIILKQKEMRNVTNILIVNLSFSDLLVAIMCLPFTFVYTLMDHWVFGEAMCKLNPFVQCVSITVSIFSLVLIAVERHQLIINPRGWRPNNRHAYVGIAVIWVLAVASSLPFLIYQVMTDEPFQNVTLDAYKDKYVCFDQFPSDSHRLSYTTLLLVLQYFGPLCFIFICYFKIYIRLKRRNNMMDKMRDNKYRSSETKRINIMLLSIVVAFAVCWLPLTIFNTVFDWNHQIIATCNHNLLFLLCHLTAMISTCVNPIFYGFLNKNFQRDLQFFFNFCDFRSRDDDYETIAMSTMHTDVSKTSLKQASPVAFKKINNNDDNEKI
# NPY2 pot ag = NPY-Y2 potentiators or agonists, primary screen, cell-based | actives 0.45% (n = 220,000) | cells expressing NPY-Y2, potentiator/agonist read-out | AID 1359, 2008 | Neuropeptide Y receptor type 2 (Homo sapiens), P49146 | activation, % at 3.6 µM; in the data active means activation above about 27%;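 further: cells stimulated with NPY near EC25 plus isoproterenol at EC100; 0% = vehicle plus submaximal agonist and 100% = vehicle plus saturating agonist; some results beyond the cut were filed as inactive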
# RBBP9 inhibitor = human RBBP9 inhibitors, primary screen, biochemical, fluorescence polarization, FP-Rh probe, HTS | recombinant RBBP9 | actives 0.2% (n = 220,000) | Serine hydrolase RBBP9 (Homo sapiens), O75884 | AID 1515, 2009 | inhibition, % at 7.94 µM;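 active means inhibition above the campaign mean of all tested compounds plus 3 SD, cut at about 14% in these data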;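 further: plate controls were DMSO wells with RBBP9 for no effect and wells lacking RBBP9 protein for full effect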
#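 Test system: recombinant human RBBP9; Timing: 30 min then 45 min, 25 °C; Detection: fluorescence polarization; Control set: RBBP9 with DMSO as uninhibited control, no-protein wells as full inhibition; Compound dosing: one concentration, 7.94 µM nominal, 0.794% DMSO; Probe or stimulus: FP-Rh activity-based probe, 375 nM before mixing.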
# NPY-Y1 antag = NPY-Y1 receptor antagonists, primary screen, cell-based. actives 1% (n = 200,000). AID 1040, 2008. HEK293-CNG Y1 cells, membrane potential fluorescence; NPY at EC95, then isoproterenol. inhibition, % at 3.6 µM. Neuropeptide Y receptor type 1 (Homo sapiens), P25929;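 active means inhibition above the campaign mean inhibition of all tested compounds plus 3 SD, cut at about 20% in these data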;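 further: 0% = DMSO wells given NPY plus isoproterenol and 100% = isoproterenol alone without NPY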
#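 Material: HEK293 Y1/CNG channel cell line | Also added: NPY (25 nM), isoproterenol (1 µM), Ro 20-1724 (25 µM) | Compound: One concentration, 3.6 µM, in 0.4% DMSO | Schedule: 3 h dye uptake, 1 h room-temperature compound, 45 min post-isoproterenol | Signal: Membrane-potential fluorescent dye readout | Read-out: % inhibition of NPY effect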
# S1P4 ag = S1P4 receptor agonists, primary screen, cell-based. Sphingosine 1-phosphate receptor 4 (Homo sapiens), O95977. S1P4-expressing cell line, agonist reporter assay. activation, % at 4.98 µM. actives 0.35% (n = 220,000). AID 1509, 2009; in the data active means activation above about 11%;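 further: 0% = DMSO vehicle and 100% = reference agonist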
# * = called active by the depositor; x = no result given. Compounds were not picked by outcome; 3.6% or so of the library scored in one or more.
SMILES,BaF3 tox,Ba/F3 V617F tox,Runt-CBFb FRET,S1P4 antagonist,NPY-Y1 PAM-ag,NPY2 pot ag,RBBP9 inhibitor,NPY-Y1 antag,S1P4 ag
COC(=O)c1cc(=O)n(CCc2ccc(OC)c(OC)c2)c(=Nc2ccc(F)c(Cl)c2)s1,8,0,-9,2,1,-10,-4,0,-2.0
Cc1cccc2c(N)c3c(nc12)CCCC3 (tested in a mixture with another compound),5,1,2,-7,33,49*,-7,5,0.3
COc1ccc2[nH]c(=S)cc(C)c2c1,-3,0,31,5,-19,-28,-2,x,-2.0
N#C/C(=C/c1ccc(N2CCCCCC2)o1)c1ccc(F)cc1,3,2,x,0,-4,-9,-4,-2,0.8
CCCCCCc1cc2cc(C(=O)Nc3ccccc3OC)c(=O)oc2cc1O,3,-4,133*,-12,0,9,2,3,-0.1
N#C/C(=C\Nc1ccccc1SC(F)(F)F)c1nc(-c2ccc(Cl)cc2)cs1,7,1,1,-9,6,7,-7,9,0.5
O=C(Nc1cc2c(cc1Br)OCCO2)c1cccs1,2,0,2,0,-17,-19,-1,6,-0.7
Cc1ccc(S(=O)(=O)NNC(=O)c2ccoc2C)cc1,-4,-1,-2,-16,18,1,-8,x,0.5
Cc1cc(C(=O)N/N=C/c2cccc([N+](=O)[O-])c2O)n[nH]1,1,3,-2,4,-10,-8,-15,7,4.5
CCC(=O)N1CCC(c2ccc(OC)cc2)=N1,3,-3,0,-8,-10,5,-2,-2,-0.8
CCCOc1ccc(C2C(C(=O)OC)=C(C)N=C3SCCC(=O)N32)cc1OCC (configuration not stated),6,7,-4,2,-3,15,-5,2,0.3
CCOc1ccc(C(=O)N/N=C/c2c(C)[nH]c(=O)[nH]c2=O)cc1,4,-1,3,10,-9,-9,-6,x,0.9
O=C(COC(=O)CN1C(=O)C2CCCCC2C1=O)Nc1cc(S(=O)(=O)N2CCOCC2)ccc1Cl (configuration not stated),2,-1,-2,12,6,25,-5,0,0.8
O=C(c1ccco1)N1CCN(C(=O)C(c2ccccc2)c2ccccc2)CC1,1,-2,-1,4,1,8,2,3,0.3
CCOC(=O)C(Cc1c[nH]c2ccccc12)NC(=O)c1ccco1 (configuration not stated),2,-5,-1,-21,-2,-19,-6,2,1.2
O=C(C1=C[C@H](c2ccc3c(c2)OCO3)C[C@H](OCc2ccc(CO)cc2)O1)N1CCOCC1,1,-1,0,10,12,-6,-4,-1,-0.6
CCOC(=O)Cn1c(=O)oc2cc(S(=O)(=O)NCCCc3ccccc3)ccc21,2,0,0,10,1,-15,-5,4,0.7
Cc1ccnc(NC2OC(=O)c3ccccc32)c1 (configuration not stated),2,-4,-1,-10,8,-4,2,-9,-0.9
Cc1ccc(C(=O)Nc2ccc(Cc3ccncc3)cc2)cc1[N+](=O)[O-],2,0,0,-14,-7,-13,-9,-2,0.4
C=CCOn1c(=O)c(-c2cccs2)[n+]([O-])c2ccccc21,4,-1,10,17,4,4,1,6,-2.1
COCCNC(=O)C(OC(=O)CC1Sc2ccccc2NC1=O)c1ccccc1 (configuration not stated),3,0,-2,-3,1,0,-2,-1,0.5
CCOC(=O)N1CCN(C(=O)Cc2ccc(C)cc2)CC1,4,3,0,11,-10,12,0,1,0.8
CN(C)/C=N/c1sccc1C(N)=O,10,4,-1,-1,-8,8,-5,2,-1.8
CC(=O)c1ccc(NC(=O)C(C)n2nc(-c3ccccc3)c3cc(Cl)ccc32)cc1 (configuration not stated),8,1,-2,2,22,11,-14,-3,-0.3
Cc1ccccc1-n1c(C)cc(/C=C2\NC(=O)NC2=O)c1C,-1,-4,0,-27,-24,1,2,-5,-0.6
CCOCCc1c(O)nc(SCCOc2ccc(C)c(C)c2)[nH]c1=O,4,-2,0,-11,10,4,10,7,0.8
Clc1ccc(C2=NNC(=NCc3ccccc3)SC2)cc1,8,5,-1,-1,-13,0,-7,5,-2.2
Cc1[nH]n(-c2ccccc2)c(=O)c1/C=N/NC(=O)COc1ccccc1[N+](=O)[O-],5,0,0,-19,-10,8,-1,4,1.0
Cc1noc(C)c1C(=O)Nc1nc(C23CC4CC(CC(C4)C2)C3)cs1,6,-2,3,3,45*,72*,-5,-11,0.2
S=C(NCCCN1CCOCC1)N1CCN(c2nc(-c3ccc(Cl)cc3)cs2)CC1,7,-3,1,-1,20,12,-5,-13,0.5
O=C(O)/C=C\C(=O)Nc1ccc(Oc2ccc(Br)cc2)cc1,6,6,0,-11,18,4,-1,-3,-0.6
CS(=O)(=O)c1ccc(C(=O)OCc2nnc(-c3ccc(Cl)cc3)o2)cc1[N+](=O)[O-],0,1,4,-8,9,11,-8,-3,-0.5
O=C(Cn1nnc2ccccc21)OCC(=O)c1ccc(Cl)c(Cl)c1,2,-2,-2,-11,-5,5,-3,5,-1.9
CC1=NOC(=O)/C1=C/c1ccc(-c2ccc(Cl)cc2)o1,6,-1,31,-12,29,1,-4,2,-1.6
CCOC(=O)C1(CCc2ccccc2)CCN(Cc2nccn2CC)CC1,4,2,-2,-9,-21,-13,-10,5,-0.8
CCOC(=O)N1CCN(C(=O)CN(c2cccc(C(F)(F)F)c2)S(=O)(=O)c2ccccc2)CC1,1,1,-7,12,8,-4,-8,11,-1.5
CC(Oc1ccccc1Cl)c1nnc(N)s1 (configuration not stated),4,0,-1,3,-7,10,1,11,1.2
Cn1c(Cn2nnc3ccccc32)nnc1SCC(=O)Nc1nccs1,6,2,1,-13,-13,-3,-5,-4,-0.1
CC1CCC(C(C)C)C(OC(=O)COC(=O)c2cccn2C)C1 (configuration not stated),3,-1,0,-4,-19,-18,0,14,1.7
COc1ccc(/C=C/C(=O)NC(=S)NNC(=O)c2cc(OC)c(OC)c(OC)c2)cc1,2,-3,0,0,4,2,-9,x,-1.1
O=C(NNC1CC(=O)N(c2ccc3c(c2)OCCO3)C1=O)c1ccccc1 (configuration not stated),5,5,0,-18,13,-2,-5,2,-4.1
CCn1c(N)nc2ccccc21,3,-5,-1,-19,1,-1,0,-1,0.1
CC(C)CCOc1ccc(C(=O)NCCC(=O)N2CCOCC2)cc1,2,-2,-2,-13,4,1,8,5,-0.5
N#C/C(=C(/O)CN1C(=O)c2ccccc2C1=O)c1nc2ccccc2[nH]1,2,-3,0,0,6,11,1,-6,-2.0
O=C1OC(Cc2ccccn2)C(O)=C1C1=NCCCCN1 (configuration not stated),3,-3,-1,-1,11,7,2,4,-0.5
CCc1sc(C(=O)N2CCc3ccccc32)cc1C,1,1,-2,-4,-3,-1,-2,5,2.2
Cc1nccn1CCc1nc(N)nc(N)n1,2,0,0,-10,-3,6,-6,-6,1.7
COc1ccc(CC(=O)NCC2(N3CCCCC3)CCCCC2)cc1,1,-1,x,-12,-1,-1,-7,-4,-0.8
Cc1cccc(CNCc2ccccc2)c1,5,-2,-3,-6,-3,6,-1,7,1.9
COC(=O)C1=C(C(=O)c2ccccc2)C(c2ccc(O)c(OC)c2)n2nnnc2N1 (configuration not stated),5,5,-3,10,-12,-13,1,4,-0.9
NC(=O)c1cc(C(=O)c2ccc(Cl)cc2Cl)c[nH]1,0,-3,0,-29,-17,-12,-2,-1,0.4
COc1cc(/C=N/NC(=O)CN2CCCCC2)ccc1OCc1ccc(Br)cc1,2,-4,-2,-25,-15,0,6,3,0.8
Cc1cc(=O)oc(C)c1C(=O)NCc1ccc(F)cc1,0,-3,-1,0,-13,7,2,-3,-0.6
CC1CCc2c(sc3nc(CN4CCOCC4)nc(N4CCc5ccccc5C4)c23)C1 (configuration not stated),0,-2,-6,-4,-8,-3,-3,6,1.6
O=C(C1CCC(CNc2c(N3CCCCC3)c(=O)c2=O)CC1)N1CCc2ccccc2C1 (configuration not stated),5,3,5,-14,14,9,-8,-4,2.0
CCSc1cc(Cl)nc(N)n1,0,-5,0,-4,1,15,3,x,-2.0
COc1ccccc1N1CCN(C(c2cccs2)C(C)NS(=O)(=O)c2ccccc2)CC1 (configuration not stated),3,0,-1,-6,15,21,-6,-4,-0.4
Oc1ccc(C(c2nnnn2CCc2ccccc2)N2CCN(c3nc4ccccc4s3)CC2)cc1 (configuration not stated),-9,-2,-1,-2,29,8,-1,x,0.3
Cc1cccc(NC(=O)CN(C)S(=O)(=O)c2ccc(Cl)cc2)n1,5,3,1,-40,1,2,-3,2,-0.3
COC(=O)N1CCN(S(=O)(=O)c2ccc(F)cc2)CC1,6,2,-2,2,12,-1,-3,5,1.9

# Compound profiles, from the list above.
# `Cc1cccc(NC(=O)CN(C)S(=O)(=O)c2ccc(Cl)cc2)n1` is listed as BaF3 tox: 5; Ba/F3 V617F tox: 3; Runt-CBFb FRET: 1; S1P4 antagonist: -40; NPY-Y1 PAM-ag: 1; NPY2 pot ag: 2; RBBP9 inhibitor: -3; NPY-Y1 antag: 2; S1P4 ag: -0.3
# `CC1CCc2c(sc3nc(CN4CCOCC4)nc(N4CCc5ccccc5C4)c23)C1` (configuration not stated) is listed as BaF3 tox: 0; Ba/F3 V617F tox: -2; Runt-CBFb FRET: -6; S1P4 antagonist: -4; NPY-Y1 PAM-ag: -8; NPY2 pot ag: -3; RBBP9 inhibitor: -3; NPY-Y1 antag: 6; S1P4 ag: 1.6
# `COC(=O)N1CCN(S(=O)(=O)c2ccc(F)cc2)CC1` is listed as BaF3 tox: 6; Ba/F3 V617F tox: 2; Runt-CBFb FRET: -2; S1P4 antagonist: 2; NPY-Y1 PAM-ag: 12; NPY2 pot ag: -1; RBBP9 inhibitor: -3; NPY-Y1 antag: 5; S1P4 ag: 1.9

# More records:
SMILES,BaF3 tox,Ba/F3 V617F tox,Runt-CBFb FRET,S1P4 antagonist,NPY-Y1 PAM-ag,NPY2 pot ag,RBBP9 inhibitor,NPY-Y1 antag,S1P4 ag
COc1cc(/C=N/O)cc(Br)c1OCc1ccc(Cl)cc1,3,2,0,-10,-23,-5,-15,5,-0.8
COc1ccc(Nc2cccccc2=O)cc1,1,-3,-2,-9,5,1,3,0,1.0
Cc1nc(N2CCN(c3ncccn3)CC2)c2oc3ccccc3c2n1,5,1,x,-15,-7,3,-1,3,-0.7
O=C(CN(Cc1cccs1)C(=O)CNS(=O)(=O)c1ccc(F)cc1)NCC1CCCO1 (configuration not stated),4,3,0,7,-4,-1,2,-6,-2.8
COC(=O)c1c(NC(=O)COc2ncnc3ccccc23)sc(C)c1C,-1,-2,-2,-15,-9,-5,-7,0,2.1

# Compound activity from PubChem.
